# Screens as filed in PubChem.
# PAFAH1B3 FP inh: PAFAH1B3 enzyme inhibitors, primary screen, biochemical, fluorescence polarization, human | recombinant PAFAH1B3, FP-rhodamine probe | Platelet-activating factor acetylhydrolase IB subunit alpha1 (Homo sapiens), Q15102 | AID 492972, 2010 | 340,000 tested, 0.28% active | inhibition, % at 3.39 µM;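 active = inhibition above the screen-wide average of all tested compounds plus 3 SD, cut at about 25% in these data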;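 note: 0% = enzyme with DMSO only and 100% = wells lacking PAFAH1B3 protein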
# Target sequence (Q15102 whole entry, looked up): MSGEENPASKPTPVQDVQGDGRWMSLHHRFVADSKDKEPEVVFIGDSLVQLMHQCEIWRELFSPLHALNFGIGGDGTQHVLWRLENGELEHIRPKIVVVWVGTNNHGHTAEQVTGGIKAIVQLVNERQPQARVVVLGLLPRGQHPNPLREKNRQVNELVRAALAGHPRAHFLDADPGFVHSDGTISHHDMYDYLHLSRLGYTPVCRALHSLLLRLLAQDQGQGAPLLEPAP
# PAFAH2 FP inh: PAFAH2 enzyme inhibitors, primary screen, biochemical, fluorescence polarization, human | Platelet-activating factor acetylhydrolase 2, cytoplasmic (Homo sapiens), Q99487 | AID 492956, 2010 | 340,000 tested, 0.99% active | recombinant PAFAH2, FP-rhodamine activity probe | inhibition, % at 3.39 µM;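 active = inhibition above the mean over all tested compounds plus 3 SD, cut at about 30% in these data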;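 note: inhibitors block probe labeling of enzyme so polarization drops; 0% = enzyme with DMSO and 100% = wells lacking PAFAH2 protein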
# PAFAH1B2 inh: PAFAH1B2 enzyme inhibitors, primary screen, biochemical, fluorescence polarization, human; Platelet-activating factor acetylhydrolase IB subunit alpha2 (Homo sapiens), P68402; recombinant PAFAH1B2, FP-rhodamine activity probe; inhibition, % at 3.39 µM; 340,000 tested, 1.2% active; AID 492953, 2010;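 active = inhibition above the mean of all tested compounds plus 3 SD, cut at about 24% in these data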;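 note: 0% = enzyme with DMSO and 100% = wells lacking PAFAH1B2; many of its hits are not listed in these tables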
# Target sequence (P68402 whole entry, looked up): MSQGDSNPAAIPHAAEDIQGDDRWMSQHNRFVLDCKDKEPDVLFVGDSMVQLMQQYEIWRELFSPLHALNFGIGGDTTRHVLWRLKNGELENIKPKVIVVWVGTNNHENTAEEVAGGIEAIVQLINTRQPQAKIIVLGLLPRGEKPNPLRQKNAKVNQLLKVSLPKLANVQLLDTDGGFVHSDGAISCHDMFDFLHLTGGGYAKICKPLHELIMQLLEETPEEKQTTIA
# Active calls of the source: *. An excerpt; rates above refer to the full screens.
PAFAH1B3 FP inh | PAFAH2 FP inh | PAFAH1B2 inh | compound
-10 | 0 | 2 | O=C(NCCCCc1ccccc1)c1cccc(NC(=O)C2CCCCC2)c1
0 | 6 | 1 | O=C(NC1CCCCCCC1)c1cc(COc2ccc3ncccc3c2)on1
-3 | 1 | 6 | Cc1cc(C)c(S(=O)(=O)N2CCC3(CC2)OCCN3S(=O)(=O)c2cccs2)c(C)c1
8 | 3 | 2 | Cc1nnc(Oc2ccc([N+](=O)[O-])cc2)c2ccccc12
6 | 4 | 5 | O=c1cc(-c2cccc(F)c2)oc2ccccc12
3 | 1 | 16 | CC(=O)Nc1ccc(S(=O)(=O)Nc2cccc(S(=O)(=O)N(C)c3ccccc3)c2)cc1
3 | 3 | 0 | Cn1c(=O)c2cc(S(=O)(=O)NC(C(=O)NC3CCCCC3)c3ccccc3)ccc2n(C)c1=O (stereo not drawn)
-5 | 69* | -4 | N#Cc1ccccc1NC(=O)COC(=O)c1c[nH]c2ccccc12
4 | 4 | 0 | COc1ccc(C(=O)NCc2ccc(F)cc2)cc1S(=O)(=O)N1CCCC1
5 | 3 | 2 | O=C(NNC(=O)c1ccncc1)Nc1ccc(N=Nc2ccccc2)cc1
6 | 2 | 2 | O=C(Nc1cccc(-n2cccn2)c1)C1CCCN(Cc2cc3ccccc3[nH]2)C1 (stereo not drawn)
4 | 78* | 2 | O=C(COC(=O)c1ccc(F)c(S(=O)(=O)N2CCOCC2)c1)Nc1ccc2c(c1)OCO2
4 | 5 | 4 | O=C(N/N=C/c1ccncc1)c1cc2ccccc2cc1O
1 | -1 | -2 | CCOc1cc(N2CCOCC2)c(OCC)cc1NC(=O)CN1C(=O)NC2(CCCCC2C)C1=O (stereo not drawn)
-1 | -6 | 0 | CCCCC(c1nnnn1CCOC)N1CCN(c2cccc(OC)c2)CC1 (stereo not drawn)
6 | 4 | 4 | CC(Nc1cccc([N+](=O)[O-])c1)C(=O)Nc1ccc(S(=O)(=O)N2CCCC2)cc1 (stereo not drawn)
12 | 0 | 3 | O=C(CC1S/C(=N/N=C2CCCCCC2)NC1=O)Nc1ccccc1F (stereo not drawn)
0 | 4 | -1 | Cc1ccc(CNC(=O)CCS(=O)(=O)c2ccc(Br)cc2)cc1
2 | 3 | 4 | Cn1c(O)c(C=NCCCCCC(=O)O)c(=O)n(C)c1=O
-74 | -63 | -45 | O=C(/C=C/c1ccccc1)Nc1cccc(C(=O)NCCCCc2ccccc2)c1
8 | 0 | 1 | COc1cc(O)c(C(CC(=O)N2CCOCC2)c2cc(OC)c(OC)c(OC)c2)c(OC)c1 (stereo not drawn)
9 | -3 | 5 | Cc1cc(C(=O)OC(C)C(=O)Nc2cccc(Cl)c2)on1 (stereo not drawn)
6 | -10 | -2 | CCOC(=O)c1nn(C)c(=S)n(C)c1=O
-19 | -11 | -13 | Cc1ccc(-c2nc3cccnc3s2)cc1NC(=O)C1c2ccccc2Oc2ccccc21
-1 | 2 | 2 | CC1CCc2cc(F)ccc2N1C(=O)CCl (stereo not drawn)
1 | 1 | 3 | C[C@H](NS(=O)(=O)c1ccc2c(c1)OCCCO2)C(=O)N1CCN(Cc2ccccc2)CC1
11 | -6 | -3 | CN(C(=O)c1cccc(NC(=O)Cc2ccc(NC(=O)C3CCN(C(=O)C4CCCC4)CC3)cc2)c1)C1CCC1
3 | -7 | 5 | O=C(CNC(=O)c1ccc(Br)cc1)OCC(=O)c1ccccc1
8 | 3 | 4 | COc1cc(C(=O)N/N=C/c2cccc(Oc3ccccc3)c2)ccc1O
11 | 7 | -1 | Cc1cc(C)cc(N(CC(=O)NCc2ccco2)C(=O)CCC(=O)Nc2ccccn2)c1
4 | -5 | -1 | Cc1ccc(C(=O)N/N=C\c2ccccc2[N+](=O)[O-])cn1
1 | -9 | 2 | COc1ccc(/C=C2\SC(=O)N(CC(=O)Nc3ccc(O)cc3)C2=O)cc1OC
1 | 5 | -1 | O=C(Nc1cccc(C(=O)NC2CC2)c1)c1ccc(F)c(S(=O)(=O)N2CCOCC2)c1
-3 | -2 | 0 | CCC(=Cc1ccccc1O)c1ccncc1
5 | 4 | 11 | O=[N+]([O-])c1ccc(C=NN2CCCCCC2)cc1
7 | 0 | 5 | COc1ccc(C=CC(=O)c2cc(O)ccc2O)cc1
4 | -6 | 7 | O=C(O)CNC(=O)C1(NC(=O)OCc2ccccc2)CCCC1
-6 | -5 | 2 | Cc1ccc(S(=O)(=O)N2CCOCC2)cc1NC(=O)CNCc1ccccc1Cl
11 | -9 | 5 | CC(C)C[C@@H](CN)NC(=O)c1nc[nH]c1C(=O)N[C@@H](C)C(=O)CNC[C@H](C)NC(=O)c1nc[nH]c1C(=O)N[C@@H](CC(C)C)C(=O)O
5 | 7 | -2 | O=C1NC(=O)C2(CCCC2)N1
3 | 0 | 3 | COc1ccc(S(=O)(=O)N(C)CC(=O)NCCCN2CCOCC2)cc1C
5 | -4 | 7 | CN1OC[C@@H]2CN(C(=O)C(C)(C)C)[C@H](c3cccc(-c4ccccc4)c3)C[C@@H]21
14 | 1 | 4 | CN(C)S(=O)(=O)c1ccc(Cl)c(NC(=O)COC(=O)CNS(=O)(=O)c2c(F)cccc2F)c1
3 | 2 | 0 | COc1ccc(NC(=O)c2cc(-c3cccnc3)nc3ccc(C)cc23)cc1OC
1 | -1 | 1 | Cc1occc1-c1nnc(SCC(=O)NC2CCCCC2C)o1 (stereo not drawn)
10 | 6 | 5 | Cn1ncc2c(=O)[nH]nnc21
0 | 15 | 0 | O=C1NC(Cc2ccccc2)C(=O)N1Cc1ccccc1 (stereo not drawn)
2 | -7 | 0 | CC(O)CN(CC(C)O)c1ccc2c(c1)Cc1cc([N+](=O)[O-])ccc1-2 (stereo not drawn)
-6 | 6 | 8 | CCN1C[C@@H]2[C@@H]3C(=O)N(Cc4ccccc4)C(=O)[C@@H]3[C@](Cc3ccccc3)(C1=O)N2C(=O)c1ccc(Br)cc1
14 | -2 | 4 | Cn1c(N2CCOCC2)c(/C=N/OC(=O)c2cccnc2Cl)c2ccccc21

# No new results follow: entries from further up.
PAFAH1B3 FP inh | PAFAH2 FP inh | PAFAH1B2 inh | compound
2 | -7 | 0 | CC(O)CN(CC(C)O)c1ccc2c(c1)Cc1cc([N+](=O)[O-])ccc1-2 (stereo not drawn)
-6 | 6 | 8 | CCN1C[C@@H]2[C@@H]3C(=O)N(Cc4ccccc4)C(=O)[C@@H]3[C@](Cc3ccccc3)(C1=O)N2C(=O)c1ccc(Br)cc1
14 | -2 | 4 | Cn1c(N2CCOCC2)c(/C=N/OC(=O)c2cccnc2Cl)c2ccccc21

# (cont.)
PAFAH1B3 FP inh | PAFAH2 FP inh | PAFAH1B2 inh | compound
2 | 3 | -2 | CC1CC2CCCC(O)=C2C(=O)O1 (stereo not drawn)
0 | -2 | 0 | CN(CC(=O)Nc1cccc(S(=O)(=O)N2CCCC2)c1)CC(=O)Nc1ccc(F)c(F)c1F
5 | -3 | 3 | CC(C)C(NC(=O)c1ccc(Cl)cc1Cl)C(=O)NCCc1ccccn1 (stereo not drawn)
12 | 14 | 7 | O=C(O)c1ccc(-c2ccc(/C=C3\NC(=O)N(Cc4ccc(Cl)cc4)C3=O)o2)cc1
0 | -3 | 3 | CCOc1ccccc1C=NN1CCCCCC1
0 | 12 | 1 | CC12CCC3c4ccc(O)cc4CCC3C1CC(=NO)C2O (stereo not drawn)
12 | 3 | -2 | O=C(COC(=O)c1ccc(Cl)nc1)Nc1ccc(N2CCOCC2)cc1
8 | 15 | 6 | CCCc1cc(=O)[nH]c(SCC(=O)Nc2sccc2C#N)n1
-4 | 1 | 3 | O=C(COc1cccc(C(F)(F)F)c1)Nc1cccc(S(=O)(=O)NC2=NCCCCC2)c1
-7 | 1 | 1 | Cc1ccc(C(C)C)c(O)c1C(=O)O
9 | 4 | -1 | C=CC(=O)Nc1cccc(CN2C(=O)N(c3cc(OC)cc(OC)c3)Cc3cnc(NCCCCN(CC)CC)nc32)c1
10 | -3 | 21 | O=C(O)CCCC(=O)Nc1ccccc1SCCS(=O)(=O)c1ccc(Cl)cc1
8 | 0 | -1 | Cc1ccc(NC(=O)C2CC(=O)N(c3ccccc3Cl)C2)cc1S(=O)(=O)N1CCOCC1 (stereo not drawn)
5 | -4 | 6 | COc1ccccc1NS(=O)(=O)c1ccc(C)c(C(=O)NCC(c2cccs2)N2CCOCC2)c1 (stereo not drawn)
3 | -14 | 8 | Cc1[nH]c(=O)[nH]c(=O)c1S(=O)(=O)Nc1cccc([N+](=O)[O-])c1C
0 | 10 | 7 | NS(=O)(=O)c1ccc(CCNC(=O)CCS(=O)(=O)c2ccc(Br)cc2)cc1
14 | 11 | 7 | CN(C(=O)c1cccc(NC(=O)Cc2cccc(NC(=O)C3CCN(C(=O)C4CC4)CC3)c2)c1)C1CC1
-2 | -9 | 0 | CC1(C)CCSC(/C=C/c2ccccc2)=N1
-5 | 3 | 2 | COc1ccc(C2C(C#N)=C(N)Oc3cc(O)ccc32)cc1 (stereo not drawn)
3 | -2 | 2 | CNc1nc(Cl)nc2c1ncn2-c1ccccc1
0 | 0 | 4 | Cc1ccc(N2C(=O)N(CC(=O)N3c4ccccc4CC3C)C(=O)C2C)cc1 (stereo not drawn)
2 | 1 | 10 | O=[N+]([O-])c1ccc(COc2cccc(CN3CCOCC3)c2)cc1
7 | 6 | 2 | COc1ccc(-c2nc3ncccn3c2Nc2ccc3c(c2)OCCO3)cc1
-2 | 4 | 5 | O=S1(=O)CCOC[C@H](Cc2ccccc2)N1Cc1ccccc1Br
7 | -1 | 7 | O=C(CN1CCN(Cc2ccccc2)CC1)c1ccc(Br)cc1
0 | 6 | -1 | CC(C)(c1cc(Cl)c(O)c(CN2CCOCC2)c1)c1cc(Cl)c(O)c(CN2CCOCC2)c1
-3 | 5 | 3 | Cc1ccsc1C(=O)NNC(=O)c1ccncc1
4 | -4 | 4 | CC/C(=N\NC(=O)c1ccc2c(c1)OCO2)c1ccccc1
10 | 2 | -1 | O=C1N(c2ccccc2)C[C@@H]2C[C@@H](c3cc4ccccc4o3)N3CCC[C@@]123
8 | 8 | 2 | CN(C)CC1CCC/C(=C\c2ccc(OC(=O)/C=C/c3ccccc3)cc2)C1=O (stereo not drawn)
4 | 0 | 0 | CCN(CC)CCC=C(c1cccs1)c1cccs1
11 | 3 | 3 | COc1ccc(/C(O)=C2/C(=O)C(=O)N(CCCN3CCOCC3)C2c2ccc(C(C)C)cc2)cc1 (stereo not drawn)
7 | 0 | 3 | Cc1cc(Br)cc(Br)c1OCC(=O)NNC(=O)CCC(=O)NCc1ccccc1
2 | 3 | -2 | CC(=O)Nc1ccc2ccccc2c1[N+](=O)[O-]
8 | 4 | 3 | O=C1c2ccccc2CCc2ccccc21
11 | -9 | 0 | COc1ccccc1N1CCN(CCCN2C(=O)C3CCCN3C2=O)CC1 (stereo not drawn)
5 | 6 | 7 | O=c1ccc2cc(S(=O)(=O)Nc3ccc(Br)cc3)ccc2o1
5 | 7 | 0 | CCOc1ccc2oc(=O)cc(CN3CCOCC3)c2c1
3 | -5 | -2 | CCCn1c2ccc(C)cc2c2nnc(SCCN3CCCCC3)nc21
-4 | -7 | -2 | CCc1ccc(C(=O)CCC(=O)Nc2cccc(S(=O)(=O)N3CCCCC3)c2)cc1

# In the list so far, 14 have an aryl methoxy group:
PAFAH1B3 FP inh | PAFAH2 FP inh | PAFAH1B2 inh | compound
4 | 4 | 0 | COc1ccc(C(=O)NCc2ccc(F)cc2)cc1S(=O)(=O)N1CCCC1
-1 | -6 | 0 | CCCCC(c1nnnn1CCOC)N1CCN(c2cccc(OC)c2)CC1 (stereo not drawn)
8 | 0 | 1 | COc1cc(O)c(C(CC(=O)N2CCOCC2)c2cc(OC)c(OC)c(OC)c2)c(OC)c1 (stereo not drawn)
8 | 3 | 4 | COc1cc(C(=O)N/N=C/c2cccc(Oc3ccccc3)c2)ccc1O
1 | -9 | 2 | COc1ccc(/C=C2\SC(=O)N(CC(=O)Nc3ccc(O)cc3)C2=O)cc1OC
7 | 0 | 5 | COc1ccc(C=CC(=O)c2cc(O)ccc2O)cc1
3 | 0 | 3 | COc1ccc(S(=O)(=O)N(C)CC(=O)NCCCN2CCOCC2)cc1C
3 | 2 | 0 | COc1ccc(NC(=O)c2cc(-c3cccnc3)nc3ccc(C)cc23)cc1OC
9 | 4 | -1 | C=CC(=O)Nc1cccc(CN2C(=O)N(c3cc(OC)cc(OC)c3)Cc3cnc(NCCCCN(CC)CC)nc32)c1
5 | -4 | 6 | COc1ccccc1NS(=O)(=O)c1ccc(C)c(C(=O)NCC(c2cccs2)N2CCOCC2)c1 (stereo not drawn)
-5 | 3 | 2 | COc1ccc(C2C(C#N)=C(N)Oc3cc(O)ccc32)cc1 (stereo not drawn)
7 | 6 | 2 | COc1ccc(-c2nc3ncccn3c2Nc2ccc3c(c2)OCCO3)cc1
11 | 3 | 3 | COc1ccc(/C(O)=C2/C(=O)C(=O)N(CCCN3CCOCC3)C2c2ccc(C(C)C)cc2)cc1 (stereo not drawn)
11 | -9 | 0 | COc1ccccc1N1CCN(CCCN2C(=O)C3CCCN3C2=O)CC1 (stereo not drawn)
